GPR55 beta-arrestin – GPR55 agonists via beta-arrestin recruitment, primary screen, imaging, U2OS cells, beta-arrestin-GFP redistribution (AID 1961); U2OS GPR55 beta-arrestin-GFP redistribution imaging; higher % means a stronger effect; one-dose activation, % at 10 µM; EC50 in µM for titrated hits; actives 0.048% (n = 290,000);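 active = activation above 40% with more than 50 cells counted in the well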;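 also: U2OS osteosarcoma cells stably expressing GPR55 and beta-arrestin-GFP; plate controls were DMSO negative control for no effect and LPI positive control for full effect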
Hep lipid drop – hepatic lipid droplet formation modulation; AML12 mouse hepatocytes, oleate lipid droplets, BODIPY imaging; inhibition, % at 6.5 µM; actives 0.4% (n = 240,000);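 active = lipid droplet intensity inhibited by at least 50%, with more than 500 cells counted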
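Assay system: AML12 hepatocytes (mouse) / Also added: 100 µM oleic acid challenge / Times: overnight treatment with compound plus oleate / Detection: high-content imaging of BODIPY-stained droplets and DAPI nuclei / Evaluation: % inhibition of lipid droplet signal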
GPR55 LPI antagonism – inhibition of LPI-stimulated GPR55 beta-arrestin translocation – imaging, U2OS, beta-arrestin-GFP, LPI agonist, primary screen (AID 2013); actives 0.13% (n = 290,000); inhibition, % at 10 µM; hits with a dose series show IC50 in µM; U2OS GPR55 beta-arrestin-GFP translocation imaging, LPI antagonism; higher % means a stronger effect;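 active = spots per cell inhibited over 60%, with over 100 cells counted and total cytoplasm intensity under 500,000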;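 also: U2OS cells stably carrying GPR55 and arrestin-GFP stimulated by 5 µM LPI near EC80; imaged beta-arrestin-GFP aggregate spots per cell after agonist stimulation; plate controls were LPI-stimulated DMSO wells for no effect and DMSO wells without LPI for full effect; some results filed as inactive read as strong as hits; confirmed hits need IC50 under 10 µM and bright autofluorescent wells are also inconclusive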
GPR35 antagonists – GPR35 antagonists blocking zaprinast-driven arrestin recruitment, primary screen, imaging, U2OS, beta-arrestin-GFP, zaprinast agonist (AID 2058); U2OS GPR35 beta-arrestin-GFP translocation imaging, zaprinast antagonism; higher % means a stronger effect; inhibition, % at 10 µM, or IC50 in µM where a hit was titrated; actives 0.052% (n = 290,000);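 active = inhibition of at least 50% with at least 30 cells and total cytoplasm GFP at most 10,000,000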
T cell HTS – T cell immune modulation candidate | 2C CD8+ T cell-vesicle binding, flow cytometry; hits give low values | calls only at 7 µM | actives 0.068% (n = 330,000) | AID 2052;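 active = response, share of CD8 T cells binding vesicles, and their 90th percentile fluorescence all below set limits, cut at about 80% in these data, passing the limit was not always enough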
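Also added: QL9-peptide-loaded Drosophila micro-vesicles bearing Ld, ICAM-1 and B7-1; Test system: purified 2C TCR transgenic mouse naive CD8+ T cells; Measured by: cytometric PE anti-B7-1 and Alexa647 anti-CD8 signals after 1% paraformaldehyde fixation; Timing: binding step 1.5 h, 37 °C, antibody labelling 20 min, ice.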
NTR1 ag – agonists of NTR1, primary screen, imaging, U2OS cells, beta-arrestin-GFP, high content (AID 493036). activation, % at 20 µM. actives 0.17% (n = 330,000). NTR1-U2OS beta-arrestin-GFP spot imaging, agonist mode. P30989;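 active = activation at or above 40% of the spot to cytoplasm intensity ratio, with at least 20 cells analyzed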;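 also: 0% = DMSO without peptide and 100% = 100 nM NTR1 peptide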
Target sequence (P30989 whole entry, looked up): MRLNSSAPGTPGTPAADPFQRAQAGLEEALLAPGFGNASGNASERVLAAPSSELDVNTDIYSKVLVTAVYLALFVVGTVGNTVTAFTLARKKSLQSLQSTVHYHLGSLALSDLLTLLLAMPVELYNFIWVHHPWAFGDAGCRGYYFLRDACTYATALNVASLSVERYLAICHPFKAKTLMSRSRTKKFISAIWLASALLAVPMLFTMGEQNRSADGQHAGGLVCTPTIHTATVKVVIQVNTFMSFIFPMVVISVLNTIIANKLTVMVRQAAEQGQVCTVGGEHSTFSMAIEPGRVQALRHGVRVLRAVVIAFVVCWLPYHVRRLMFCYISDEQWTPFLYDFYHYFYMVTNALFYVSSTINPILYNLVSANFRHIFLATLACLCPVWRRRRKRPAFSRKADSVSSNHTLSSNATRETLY
MgcRacGAP inhibition – MgcRacGAP GTPase-activating activity inhibitors, confirmation, biochemical, ADP Hunter fluorescence; actives 0.6% (n = 340,000); inhibition, % at 30 µM; hits with a dose series show IC50 in µM; MgcRacGAP-stimulated Rac1 GTP hydrolysis, ADP Hunter fluorescence; higher % means a stronger effect; GST-tagged Rac1 F28L mutant substrate;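 active = first-screen hits whose inhibition reached a set limit at any dose in the follow-up dose series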;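 also: fluorescence reports GDP produced by GAP-driven GTP hydrolysis; strong numbers were not always called active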
LYP inhibition – inhibitors of LYP phosphatase, biochemical, fluorescence intensity, uHTS (AID 1779); recombinant LYP phosphatase, fluorescence intensity; higher % means a stronger effect; inhibition, % at 11.5 µM; hits with a dose series show IC50 in µM; actives 0.054% (n = 290,000); in the data active = inhibition above about 50%;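 also: plate controls were vehicle with enzyme for no effect and no enzyme for full effect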
Large T inhibition – TAg ATPase/helicase activity blockers – biochemical (AID 1903); one-dose inhibition, % at 20 µM; IC50 in µM for titrated hits; actives 0.39% (n = 310,000); SV40 large T antigen ATPase/helicase inhibition assay; higher % means a stronger effect; in the data active = a potency from the dose series; also: strong numbers were not always called active
Hep lipid drop cells 6.5 µM – further read-out of Hep lipid drop, marked with its call; cell count; measured here: cell count, cytotoxicity flag;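 cells counted across two imaged fields per well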
T cell HTS vesicle-bound % – recorded beside T cell HTS, whose call it bears; double positive events, %; measured here: CD8+ vesicle-bound cell fraction;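 binding gate set so that unloaded-vesicle control wells show 10% double positive cells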
NTR1 ag cell count 20 µM – second read-out of NTR1 ag, no call of its own (marks repeat the call); cell count; measured here: cell count, cytotoxicity flag
Numbers without * were called inactive; i = inactive; · = no result given.

SMILES	GPR55 beta-arrestin	Hep lipid drop	Hep lipid drop cells 6.5 µM	GPR55 LPI antagonism	GPR35 antagonists	T cell HTS	T cell HTS vesicle-bound %	NTR1 ag	NTR1 ag cell count 20 µM	MgcRacGAP inhibition	LYP inhibition	Large T inhibition
CC(C)Nc1nc(Cl)nc(NCCOc2ccccc2)n1	0.5%	-7	668	1%	-8%	i	55	1.9	89	7%	-2%	-1%
CCN1CCN(C(=O)c2ccc3c(c2)S(=O)(=O)c2ccccc2C3=O)CC1	0.0%	-13	715	-2%	0%	i	6	1.9	37	2%	-6%	-2%
O=C(NC1CCCCC1)C1(c2ccccc2)CC1(Cl)Cl (centres undefined)	0.0%	-21	661	12%	-8%	i	51	-0.6	73	6%	2%	-4%
O=C(NCc1cccc(C(F)(F)F)c1)C1CCN(c2ncccn2)CC1	0.7%	·	·	-2%	-8%	i	20	-1.4	68	5%	-3%	4%
CCOC(=O)C1CCN(C(=O)/C=C/c2ccccc2)CC1	-0.5%	6	699	-3%	-14%	i	61	-0.3	63	4%	2%	13%
CCc1nc2nc(C)c(NS(=O)(=O)c3ccc(CC(C)C)cc3)c(=O)n2[nH]1	0.2%	-1	823	-7%	0%	i	21	-0.4	52	-2%	-6%	13%
CC(C)c1ccc(C2CC(=O)c3cnc(NC(=O)c4ccco4)nc3C2)cc1 (centres undefined)	-0.1%	-14	742	6%	-1%	i	3	1.9	60	8%	-5%	3%
Cc1ccc(S(=O)(=O)NCc2ccc(C(=O)N3CCN(c4ccccn4)CC3)cc2)cc1	0.1%	·	·	1%	5%	i	39	-2.0	40	5%	-2%	4%

Molecules above containing four or more nitrogen atoms, in the order listed:
SMILES	GPR55 beta-arrestin	Hep lipid drop	Hep lipid drop cells 6.5 µM	GPR55 LPI antagonism	GPR35 antagonists	T cell HTS	T cell HTS vesicle-bound %	NTR1 ag	NTR1 ag cell count 20 µM	MgcRacGAP inhibition	LYP inhibition	Large T inhibition
CC(C)Nc1nc(Cl)nc(NCCOc2ccccc2)n1	0.5%	-7	668	1%	-8%	i	55	1.9	89	7%	-2%	-1%
O=C(NCc1cccc(C(F)(F)F)c1)C1CCN(c2ncccn2)CC1	0.7%	·	·	-2%	-8%	i	20	-1.4	68	5%	-3%	4%
CCc1nc2nc(C)c(NS(=O)(=O)c3ccc(CC(C)C)cc3)c(=O)n2[nH]1	0.2%	-1	823	-7%	0%	i	21	-0.4	52	-2%	-6%	13%
Cc1ccc(S(=O)(=O)NCc2ccc(C(=O)N3CCN(c4ccccn4)CC3)cc2)cc1	0.1%	·	·	1%	5%	i	39	-2.0	40	5%	-2%	4%

Other compounds follow.
SMILES	GPR55 beta-arrestin	Hep lipid drop	Hep lipid drop cells 6.5 µM	GPR55 LPI antagonism	GPR35 antagonists	T cell HTS	T cell HTS vesicle-bound %	NTR1 ag	NTR1 ag cell count 20 µM	MgcRacGAP inhibition	LYP inhibition	Large T inhibition
CC(=O)c1cc(F)c(N2CCN(C(=O)COc3ccccc3F)CC2)cc1C	0.3%	-5	711	6%	26%	i	45	1.1	76	-2%	1%	21%
COc1ccccc1CC(=O)N(CCC#N)CCC#N	0.1%	7	719	-4%	-5%	i	42	0.5	77	6%	-3%	23%
O=C(Nc1ccc2oc(-c3ccncc3)nc2c1)c1c(F)c(F)c(F)c(F)c1F	0.3%	34	748	5%	-5%	i	56	13	83	3%	-4%	6%
CCOC(=O)c1ccc(NS(=O)(=O)N2CCCCCC2)cc1	0.4%	0	694	5%	19%	i	28	-0.4	51	3%	3%	6%
O=S(=O)(NCc1cccnc1)c1cc(Cl)ccc1Cl	-0.2%	·	·	-17%	-2%	i	18	-0.5	54	0%	-5%	6%
CS(=O)(=O)c1ccccc1C(=O)Nc1ccc(-c2nc3ccccc3[nH]2)cc1	-0.1%	16	767	-1%	-1%	i	28	-0.4	49	11%	-6%	6%
N#Cc1cc(-c2ccc(Cl)cc2)cnc1Sc1ccccc1	-0.2%	·	·	9%	-4%	i	7	2.1	71	17%	2%	1%
COc1ccc(NC(=O)CCNC(=O)c2ccco2)cc1Cl	-0.3%	-3	769	-2%	3%	i	30	-1.2	54	2%	-2%	25%
CSc1ccc(C(=O)C2CCCN(C(=O)c3ccc4c(c3)OCO4)C2)cc1 (centres undefined)	1.0%	-16	762	12%	4%	i	60	2.8	46	11%	-8%	13%
CCN1CCN(c2ccc(S(=O)(=O)N3CCCCC3)cc2NC(=O)COc2ccc(Cl)c(C)c2)CC1	0.3%	10	799	13%	4%	i	11	4.4	49	5%	-6%	21%
CCOC(=O)N1CCC(N2CCN(c3ccccc3)CC2)CC1	-0.1%	0	776	1%	28%	i	60	1.3	65	11%	-8%	22%
CN1CCN(c2ccc(S(=O)(=O)N3CCCCC3)cc2NC(=O)Cc2ccccc2F)CC1	0.0%	-10	601	0%	6%	i	29	-0.9	42	9%	3%	6%
CC(C)[C@H](NC(N)=O)C(=O)Nc1ccc(OCc2ccccc2)cc1	-0.2%	-5	686	-13%	3%	i	16	0.2	70	4%	0%	28%
COc1ccccc1NC(=O)c1oc2ccccc2c1NC(=O)C1CC1	0.2%	11	746	20%	1%	i	43	14	68	2%	-4%	8%
CCOc1ccccc1NC(=O)c1ccc2c(c1)C(=O)N(C(C)(C)C)C2=O	-0.2%	0	785	4%	-10%	i	40	1.5	57	5%	-12%	3%
Cc1ccc(-c2cn(S(=O)(=O)c3cccc([N+](=O)[O-])c3)nc2N)cc1	-0.2%	16	735	12%	2%	i	34	4.5	30	4%	-3%	18%

Compound profiles, from the list above. Screens in order: GPR55 beta-arrestin | Hep lipid drop | Hep lipid drop cells 6.5 µM | GPR55 LPI antagonism | GPR35 antagonists | T cell HTS | T cell HTS vesicle-bound % | NTR1 ag | NTR1 ag cell count 20 µM | MgcRacGAP inhibition | LYP inhibition | Large T inhibition
CSc1ccc(C(=O)C2CCCN(C(=O)c3ccc4c(c3)OCO4)C2)cc1 (centres undefined) is listed with 1.0% | -16 | 762 | 12% | 4% | i | 60 | 2.8 | 46 | 11% | -8% | 13%
COc1ccccc1NC(=O)c1oc2ccccc2c1NC(=O)C1CC1 is listed with 0.2% | 11 | 746 | 20% | 1% | i | 43 | 14 | 68 | 2% | -4% | 8%
CCOC(=O)N1CCC(N2CCN(c3ccccc3)CC2)CC1 is listed with -0.1% | 0 | 776 | 1% | 28% | i | 60 | 1.3 | 65 | 11% | -8% | 22%

Next part
SMILES	GPR55 beta-arrestin	Hep lipid drop	Hep lipid drop cells 6.5 µM	GPR55 LPI antagonism	GPR35 antagonists	T cell HTS	T cell HTS vesicle-bound %	NTR1 ag	NTR1 ag cell count 20 µM	MgcRacGAP inhibition	LYP inhibition	Large T inhibition
CCCC(=O)c1ccc(N2CCN(S(=O)(=O)c3ccccc3)CC2)c(F)c1	-0.2%	·	·	3%	13%	i	49	3.6	63	5%	0%	17%
Nc1cc(N)nc(SCCOc2ccccc2)n1	-0.1%	·	·	-13%	2%	i	21	-0.9	46	-6%	-4%	6%
Cc1ccc(-c2cccc(C3CC=CC4C3C(=O)N(Cc3ccccc3)C4c3cc(C)ccc3F)c2)cc1 (centres undefined)	-0.1%	-32	789	15%	10%	i	30	5.1	42	14%	6%	13%
COc1ccc(C(=O)CC(=O)C(=O)Nc2cccc(F)c2)cc1	0.0%	·	·	-13%	4%	i	43	-1.5	68	14%	0%	10%
O=C(NN=C1CCCCCCC1)c1ccc(F)cc1	0.0%	0	649	-8%	-11%	i	43	0.2	60	-2%	1%	7%
COCc1cc(C)nc(SCC(=O)Nc2ccccc2C)c1C#N	-0.3%	·	·	3%	15%	i	42	0.6	59	4%	-1%	7%
Cc1ccc(CN2CCNC(=O)C2CC(=O)NCc2csc(C(C)C)n2)cc1 (centres undefined)	-0.1%	9	781	2%	-4%	i	21	1.1	42	3%	-5%	-8%
COC(C[C@H]1O[C@H]1[C@@H](O)COCc1ccccc1)OC	0.8%	13	727	-5%	-3%	·	·	-0.1	65	-1%	-6%	·
COc1ccc(NC(=O)Cn2cccc2)c(OC)c1	0.3%	·	·	17%	2%	i	35	0.2	58	9%	-3%	16%
C=CCN1C(=O)c2ccc(C(=O)OCC(=O)N(C)C3CCCCC3)cc2C1=O	0.1%	36	702	2%	8%	i	34	3.7	69	-1%	-5%	25%
O=C(CN1CCCC1=O)NC1C2CC3CC(C2)CC1C3 (centres undefined)	0.5%	-4	673	7%	1%	i	56	-1.2	92	2%	-4%	2%
O=C(COC(=O)c1cnc(Cl)c(Cl)c1)NCCC1=CCCCC1	0.6%	3	694	8%	0%	i	46	8.4	51	4%	1%	5%
CCCCCCOC1(c2ccccc2)OC(=O)c2ccccc21 (centres undefined)	0.2%	·	·	24%	3%	i	51	10	58	3%	3%	4%
Cc1ccc(N2C(=O)N3[C@H](c4ccc(F)cc4)[C@@H]4C(=O)N(C5CCCCC5)C(=O)[C@@H]4[C@]3(C)C2=O)cc1	0.8%	-4	789	3%	6%	i	23	2.7	52	2%	3%	24%
Cn1c(=O)[nH]c(=O)c2c1nc(CN1CCN(Cc3ccccc3)CC1)n2CC(N)=O	-0.1%	-4	648	6%	-17%	i	43	-2.3	54	4%	0%	7%
Cc1cccc(Cn2c(NCCO)nc3c2c(=O)n(C)c(=O)n3C)c1	-0.2%	·	·	9%	14%	i	27	0.9	51	-5%	-3%	0%
CCCCNC(=S)N(Cc1ccco1)Cc1cc2cc3c(cc2[nH]c1=O)OCCO3	-0.3%	-53	362	9%	3%	i	18	-0.3	37	-1%	6%	6%
Cc1nn(C)cc1[C@@H]1C[C@H]2CN(Cc3cccc(Cl)c3)C(=O)[C@]23CCCN13	0.2%	-12	665	8%	8%	i	18	-0.9	97	9%	-3%	6%
C[n+]1ccccc1C1CCCC/C1=N\NC(N)=S (centres undefined)	1.3%	-7	677	9%	0%	i	34	0.0	49	-8%	-4%	4%
CCOC(=O)Cn1nnc(-c2ccc(SC)cc2)n1	-0.1%	9	640	11%	-7%	i	59	-1.0	90	8%	-5%	8%
CS(=O)(=O)N(Cc1ccccc1)c1ccc(C(=O)Nc2cccnc2)cc1	0.1%	15	718	7%	0%	i	42	-0.6	48	2%	-1%	6%
COc1cccc(-c2nn3c(-c4ccccn4)nnc3s2)c1	-0.2%	·	·	-10%	1%	i	30	-0.1	94	12%	-6%	15%
CCN1C(=O)S/C(=C/c2c(OCc3ccc(C(=O)O)cc3)ccc3ccccc23)C1=O	0.1%	-12	690	8%	-10%	i	35	·	·	11%	0%	-15%
